Mtb UGM inh: M. tuberculosis UGM enzyme inhibitors, primary screen, biochemical, fluorescence polarization, single point. UDP-galactopyranose mutase (Mycobacterium tuberculosis (strain ATCC 25618 / H37Rv)), …. purified UGM, fluorescence polarization probe displacement. inhibition, % at 10 µM. 0.06% of 320,000 active; in the data active = inhibition above about 10%, passing the limit was not always enough; inconclusive = no clear call, values can overlap the other calls
PfHsp40 yeast: rescue of yeast from PfHsp40 toxicity, primary screen, S. cerevisiae, ATP luminescence | S. cerevisiae expressing PfHsp40, growth rescue | growth rescue, % at 12.5 µM | 0.68% of 340,000 active; in the data active = growth rescue above about 28%, passing the limit was not always enough; inconclusive = no clear call, values can overlap the other calls;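 also: yeast W303a lacking pdr1 and pdr3 grown in galactose medium; growth measured after three days at 30 °C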
Mtb BioA inh: M. tuberculosis BioA enzyme inhibitors, primary screen, biochemical, plate reader, single point, HTS. 0.096% of 360,000 active. AID 602481, 2012. purified M. tuberculosis BioA enzyme. inhibition, % at 9.99 µM; in the data active = inhibition above about 40%; inconclusive = no clear call, values can overlap the other calls
GDH-TPI inh: GDH-TPI coupling enzyme inhibitors, primary screen, artefact control for M. tuberculosis FBA inhibitor project, biochemical, absorbance, full deck; GDH-TPI coupled enzyme counterscreen, NADH absorbance; inhibition, % at 4.8 µM; 1.2% of 360,000 active; in the data active = inhibition above about 30%;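 also: 0% = DMSO wells and 100% = wells lacking the enzyme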
FadD28 binding: inhibitors of FadD28 bisubstrate probe binding, primary screen, biochemical, fluorescence polarization, single point; Mycobacterium tuberculosis FadD28 fatty-acid-AMP ligase; inhibition, % at 12.5 µM; 0.22% of 360,000 active; AID 588549, 2011; in the data active = inhibition above about 8.5%, passing the limit was not always enough; inconclusive = no clear call, values can overlap the other calls
FBA Mtb inh: Mtb FBA enzyme inhibitors, primary screen, biochemical, fluorescence, strain H37Rv | Fructose-bisphosphate aldolase (Mycobacterium tuberculosis (strain ATCC 25618 / H37Rv)), … | purified M. tuberculosis FBA, fluorescence read-out | inhibition, % at 1 µM | 2.3% of 360,000 active | AID 588726, 2011; in the data active = inhibition above about 27%;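 also: 0% = vehicle and 100% = reference inhibitor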
BH1578 lux ind: inducers of Vibrio cholerae quorum light production without autoinducers, primary screen, BH1578 luxS cqsA deficient, single point; activation, % at 18.7 µM; 0.16% of 350,000 active; AID 588436, 2011; V. cholerae BH1578 lux reporter, luminescence, 6 h; in the data active = activation mostly above about 9.7%, no sharp cut-off; inconclusive = no clear call, values can overlap the other calls; inactive = mostly below about 3.7%; also: not every result past the cut was called active; inactives centre near 0; reference of the scale not given here
Yp Topo-I inh: Yersinia pestis topoisomerase I inhibitors, primary screen, biochemical, cleavage product accumulation, plate reader, single point | 0.064% of 360,000 active | Y. pestis Topo-I cleavage product accumulation | activity, % at 10 µM; in the data active = activity above about 50%, passing the limit was not always enough; inconclusive = no clear call, values can overlap the other calls; also: inactives centre near 2
TcdB GH inh: TcdB glycohydrolase inhibitors, primary screen, biochemical, single point, plate reader. TcdB glycohydrolase enzymatic assay. inhibition, % at 9.99 µM. 0.24% of 350,000 active; in the data active = inhibition above about 10%
An asterisk follows results filed as active; i = inactive; ? = inconclusive; nt = not tested or not shown. Random draw from the library; any-hit rate near 4.6%.

Under each structure – Mtb UGM inh	PfHsp40 yeast	Mtb BioA inh	GDH-TPI inh	FadD28 binding	FBA Mtb inh	BH1578 lux ind	Yp Topo-I inh	TcdB GH inh
CC(Oc1ccc2c3c(c(=O)oc2c1)CCC3)C(=O)NCCCn1ccnc1 (centres undefined)
 : 2.0	1.0	nt	15	0.3	11	-0.9	-11	0.3
CC(C)c1ccc(C(=O)NC2=NCCS2)cc1
 : 2.5	-1.4	nt	-5	-4.7	-4	-0.1	3	nt
COc1ccc(Cl)cc1NC(=O)CN(C)C(=O)c1cn2ccccc2n1
 : -0.5	-0.6	7.5	-6	-3.5	-1	-0.6	4	0.3
CS(=O)(=O)Nc1ccc(C(=O)Nc2ccccc2-c2ccccc2)cc1
 : 0.8	-1.1	0.0	0	-3.5	1	13	-4	1.6
COCC(=O)Nc1c(I)c(C(=O)NCC(O)CO)c(I)c(C(=O)N(C)CC(O)CO)c1I (centres undefined)
 : 3.7	-0.4	-0.3	0	-1.9	-1	0.6	-3	0.2
COc1ccc(CNC(=O)COC(=O)C(CCSC)N2C(=O)c3ccccc3C2=O)cc1 (centres undefined)
 : -0.5	0.8	1.6	7	-1.6	0	-2.8	40	2.1
Cc1ccsc1CNC(=O)C1(C)CCCN1CC(C)C (centres undefined)
 : nt	nt	-0.6	6	-2.0	1	0.3	-3	0.4
CCCCN(C)CCCNC(=O)Cn1c(=O)sc2ccccc21
 : 2.6	-0.4	0.1	-6	2.4	-2	i	-5	nt
Cn1cc(C(=O)c2ccccc2)cc1-c1nc2ccccc2n1C
 : -2.1	0.9	2.6	9	-3.8	2	1.1	16	nt
O=C(COC(=O)c1c2c(nc3ccccc13)CCCC2)Nc1ccc2c(c1)OCO2
 : -0.6	3.2	0.3	-2	-2.9	-1	0.6	-1	nt
CCCN(Cc1nnc(-c2ccccc2Cl)o1)C(=O)c1cc(S(=O)(=O)N2CCOCC2)ccc1F
 : 0.0	-0.1	1.3	6	-2.9	-1	i	10	6.8
Cc1cccc(C(=O)OCC(=O)NC(=O)c2ccccc2)c1O
 : 0.2	-1.1	nt	-1	-2.6	-1	-0.7	6	3.1
CCOC(=O)C1=CN(Cc2cccc(F)c2)S(=O)(=O)N(CC)C1c1ccc(Br)cc1F (centres undefined)
 : nt	0.8	10	-8	-1.1	-3	-0.5	3	-5.8
COc1ccc(C(C(=O)NC2CCCC2)N(Cc2cccs2)C(=O)c2ccn[nH]2)cc1OC (centres undefined)
 : -0.8	0.7	nt	-3	0.7	-3	-0.3	-1	-1.2
O=C(c1ccco1)N1CCN(C(=S)NCc2ccc(F)cc2)CC1
 : -0.1	-1.1	1.9	9	-3.9	-1	-0.3	-4	-0.3
CCOc1ccc(CNC(=O)CN2C(=O)CSc3ccc(S(=O)(=O)N4CCOCC4)cc32)cc1OC
 : -1.5	1.1	0.1	-3	-3.6	2	i	-10	0.2
Cc1cc(F)ccc1NC(=O)C1CCCO1 (centres undefined)
 : 1.7	-1.5	1.2	-11	-4.5	1	i	3	2.0
COc1ccc(-c2sc3ccccc3c2-c2ccc(OCCN3CCOCC3)cc2)cc1
 : 0.1	0.9	0.5	8	-2.3	1	i	20	0.4
Nc1c(-c2ccccc2)cnc2ncnn12
 : -1.7	-0.9	-0.8	-2	-2.5	2	i	1	0.5
CCN(C(=O)Nc1ccccc1OC)c1c(N)n(Cc2ccccc2)c(=O)[nH]c1=O
 : -0.4	-0.2	0.8	13	-0.1	2	-0.5	2	nt
C=CCON/C(CCC)=C1\C(=O)CC(C)(C)CC1=NC
 : 0.1	-0.9	nt	8	-0.8	1	-0.9	-6	-0.4
OC(CNCc1ccc2c(c1)OCO2)COc1ccccc1 (centres undefined)
 : -3.8	0.1	nt	-4	-0.9	4	2.0	-2	-0.3
CCN(CCNC(=O)C1CCCN(c2ncnc3c2nc2n3CCCCC2)C1)Cc1ccccc1 (centres undefined)
 : 2.8	-1.3	3.7	3	-0.2	1	-0.3	22	0.7
N#Cc1cc(NC2CCCC2)c([N+](=O)[O-])cc1C#N
 : nt	-0.9	-2.8	3	-1.0	-9	-0.6	-1	0.0
CCCNC(=O)c1cnc(-c2ccccc2)nc1-c1ccccc1
 : 0.4	-0.2	-2.8	8	1.1	0	1.2	-1	1.3
CCN1CCN(c2ccc(N3CCN(C(=O)c4ccc(Br)o4)CC3)nn2)CC1
 : 1.7	4.5	-0.4	7	0.2	12	i	4	0.9
CCCn1cnc2cc(NCc3cccc(OC)c3O)ccc21
 : 0.4	0.4	0.9	-4	-2.2	10	i	2	nt
O=C1[C@H]2[C@@H](c3ccc(C(F)(F)F)cc3)N[C@]3(CCCN(CC4CCCCC4)C3=O)[C@H]2C(=O)N1Cc1ccccc1
 : nt	nt	1.1	3	-7.6	-2	i	11	0.8
CNc1c2cccc(C)c2nc2c(C(=O)NCCN(C)C)cccc12
 : nt	0.6	nt	13	-0.8	13	i	-50	2.6
COc1cc(C(=O)NCCOc2ccccc2C)cc(OC)c1OC
 : 2.8	-0.7	-4.2	6	-0.2	0	-1.0	20	0.4
Cc1ccc(NC(=O)c2cc(=O)[nH]c3ccc(S(=O)(=O)N4CCOCC4)cc23)nc1
 : -0.8	0.8	nt	13	-1.6	1	i	-5	3.9
CCN(Cc1ccccc1)c1cc2c(c3c1ccn3C)C1CCC2O1 (centres undefined)
 : nt	nt	2.3	nt	-0.5	2	nt	nt	-3.5
O=C(COC(=O)CCC(=O)c1cccs1)Nc1cccc(F)c1
 : 0.7	1.0	5.1	5	-1.7	2	10	-3	0.9
O=C(COC(=O)CNC(=O)c1ccccc1Cl)Nc1cc(C(F)(F)F)ccc1Cl
 : 0.3	1.8	1.3	-2	-2.2	3	5.0	-3	0.5
COc1ccc(S(=O)(=O)Nc2cc(Cl)ccc2OC)cc1
 : 4.2	0.2	-1.7	8	-6.4	1	-1.0	6	nt
COc1ccc2nc(/N=C(\N)NC(=O)N3c4ccccc4Sc4ccccc43)nc(C)c2c1
 : -1.3	1.2	-1.6	2	1.0	8	i	2	nt
COC(=O)c1ccc(NC(=O)c2cn(-c3cccc(C)n3)cn2)cc1
 : nt	0.0	0.4	4	-0.5	6	-0.6	5	nt
CC12CN3CC(C)(CN(C1)C3c1ccccc1)C2O (centres undefined)
 : 2.6	-1.8	-1.1	-4	-1.2	1	-0.4	5	-0.3
COC(C(=O)Nc1ccnn1C1CCN(C(=O)c2ccc(C)cc2)CC1)c1ccccc1 (centres undefined)
 : 1.0	-0.3	-0.2	5	-0.1	-1	-1.8	0	0.0
Cc1oc2ccc(OCc3ccccc3F)cc2c1C(=O)O
 : 1.3	-0.6	-1.1	7	-4.0	-2	-0.3	4	nt

Looked up by compound from the entries so far:
Under each structure – Mtb UGM inh	PfHsp40 yeast	Mtb BioA inh	GDH-TPI inh	FadD28 binding	FBA Mtb inh	BH1578 lux ind	Yp Topo-I inh	TcdB GH inh
COC(=O)c1ccc(NC(=O)c2cn(-c3cccc(C)n3)cn2)cc1
 : nt	0.0	0.4	4	-0.5	6	-0.6	5	nt
O=C1[C@H]2[C@@H](c3ccc(C(F)(F)F)cc3)N[C@]3(CCCN(CC4CCCCC4)C3=O)[C@H]2C(=O)N1Cc1ccccc1
 : nt	nt	1.1	3	-7.6	-2	i	11	0.8
CCCCN(C)CCCNC(=O)Cn1c(=O)sc2ccccc21
 : 2.6	-0.4	0.1	-6	2.4	-2	i	-5	nt
Cc1ccsc1CNC(=O)C1(C)CCCN1CC(C)C (centres undefined)
 : nt	nt	-0.6	6	-2.0	1	0.3	-3	0.4
CCN1CCN(c2ccc(N3CCN(C(=O)c4ccc(Br)o4)CC3)nn2)CC1
 : 1.7	4.5	-0.4	7	0.2	12	i	4	0.9
COc1ccc(Cl)cc1NC(=O)CN(C)C(=O)c1cn2ccccc2n1
 : -0.5	-0.6	7.5	-6	-3.5	-1	-0.6	4	0.3

Continuation:
Under each structure – Mtb UGM inh	PfHsp40 yeast	Mtb BioA inh	GDH-TPI inh	FadD28 binding	FBA Mtb inh	BH1578 lux ind	Yp Topo-I inh	TcdB GH inh
COc1ccccc1NS(=O)(=O)c1ccc(C(=O)OCC(=O)NCc2ccco2)cc1
 : -1.9	-0.4	-1.5	2	0.2	5	nt	2	nt
COC(=O)c1[nH]c2ccccc2c1NS(=O)(=O)c1ccc(OC)cc1OC
 : -1.0	0.0	2.1	2	-2.7	0	-4.0	1	nt
Cc1ccc(C)c(NC(=O)CC2Sc3ccccc3NC2=O)c1 (centres undefined)
 : nt	-0.3	nt	5	-1.7	2	i	6	-3.2
Cc1c(C(=O)NCc2ccccc2)cnn1-c1ccccc1
 : -0.3	0.8	0.8	10	-4.3	3	6.9	7	nt
COc1cc2[nH]c(=S)n(C3CCCC3)c(=O)c2cc1OC
 : -1.5	0.9	2.4	-1	-3.3	-2	i	-1	nt
COc1cc(C(=O)Nc2scc(-c3ccc(Br)cc3)c2C(=O)O)cc(OC)c1OC
 : 0.3	0.6	-1.7	3	2.1	7	-0.6	-5	0.0
COc1ccc(CN2C3CCC2CC(NC(=O)c2cccc(F)c2)C3)cc1 (centres undefined)
 : -0.7	0.0	0.6	-5	-0.5	2	i	-5	-0.2
O=C(Nc1ccc(O)c(C(=O)O)c1)Oc1ccccc1
 : 1.8	-0.9	nt	1	-2.5	73*	0.9	-12	-0.7
Cc1onc(-c2ccccc2)c1C(=O)NC(=S)NNC(=O)c1ccccc1O
 : -0.3	?	nt	16	0.1	9	-2.1	-6	0.4
Cc1ccc2c(c1)C(=O)C(=O)N2CC1COc2ccccc2O1 (centres undefined)
 : -0.1	0.7	-0.3	9	-1.5	2	-0.6	-12	-0.5
C[C@@]12C(C[C@H](O)[C@@]34C[C@@H](CCC13)[C@@H](CO)C4=O)[C@](C)(C(=O)O)CC[C@@H]2O (some centres undefined)
 : nt	nt	2.6	nt	-3.2	-5	nt	nt	1.3
CN1CCc2nc(SCC(=O)Nc3cccc(F)c3)c(C#N)c(-c3cccs3)c2C1
 : 3.2	0.0	-0.2	13	-2.4	-2	i	-32	nt
O=C(NCCCN1CCCCCC1)c1ccc2c(c1)NC(=O)C(N1CCOCC1)S2 (centres undefined)
 : -0.8	1.2	1.0	-4	-2.5	0	-1.3	-2	nt
CCCCn1c(N)c(N(CCC(C)C)C(=O)C2=COCCO2)c(=O)[nH]c1=O
 : 5.1	0.6	-1.6	6	nt	2	-0.1	10	1.0

Bioassay records: PubChem BioAssay, several laboratories
